# RGS4-Gao reg: modulates binding of RGS4 to human Galphao; 220,000 compounds, 0.33% hits; Multiplexed bead flow cytometry; actives lie on both sides; P09471; binding response (% of control), % at 10 µM; in the data active = binding response below about 49% or above about 150%; inactive = in between;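 also: fluorescent Galphao activated with aluminum fluoride binding bead-coupled RGS4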
# Mcl1 Bid PPI: disrupts binding of human Mcl-1 to Bid peptide; 220,000 compounds, 0.97% hits; inhibition, % at 21.7 µM; Q07820; TR-FRET Mcl-1/Bid-Dy647 peptide binding, 1536-well;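 active = compounds that cut the binding signal by more than half at the single screening dose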;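 also: His-tagged Mcl-1 with europium anti-His antibody binding Bid BH3 peptide; 0% = Mcl-1 plus peptide wells and 100% = peptide-only wells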
# Bim-Mcl-1: human Bim-Mcl-1 interaction inhibition; Q07820; Bead-based flow cytometry, Bim peptide-Mcl-1 binding; inhibition, % at 10 µM; 190,000 compounds, 0.1% hits; in the data active = inhibition above about 40%;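 also: 0% = no compound tracer wells and 100% = peptide blocker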
# ABCB1 block: blocks JC-1 efflux by human ABCB1 transporter; P08183; CCRF-Adr cells, flow cytometry; inhibition, % at 6.6 µM; 190,000 compounds, 0.067% hits; in the data active = inhibition above about 40%;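 also: 0% = vehicle and 100% = reference inhibitor; higher value means more JC-1 retained so stronger ABCB1 efflux block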
# Target sequence (P08183 whole entry, looked up): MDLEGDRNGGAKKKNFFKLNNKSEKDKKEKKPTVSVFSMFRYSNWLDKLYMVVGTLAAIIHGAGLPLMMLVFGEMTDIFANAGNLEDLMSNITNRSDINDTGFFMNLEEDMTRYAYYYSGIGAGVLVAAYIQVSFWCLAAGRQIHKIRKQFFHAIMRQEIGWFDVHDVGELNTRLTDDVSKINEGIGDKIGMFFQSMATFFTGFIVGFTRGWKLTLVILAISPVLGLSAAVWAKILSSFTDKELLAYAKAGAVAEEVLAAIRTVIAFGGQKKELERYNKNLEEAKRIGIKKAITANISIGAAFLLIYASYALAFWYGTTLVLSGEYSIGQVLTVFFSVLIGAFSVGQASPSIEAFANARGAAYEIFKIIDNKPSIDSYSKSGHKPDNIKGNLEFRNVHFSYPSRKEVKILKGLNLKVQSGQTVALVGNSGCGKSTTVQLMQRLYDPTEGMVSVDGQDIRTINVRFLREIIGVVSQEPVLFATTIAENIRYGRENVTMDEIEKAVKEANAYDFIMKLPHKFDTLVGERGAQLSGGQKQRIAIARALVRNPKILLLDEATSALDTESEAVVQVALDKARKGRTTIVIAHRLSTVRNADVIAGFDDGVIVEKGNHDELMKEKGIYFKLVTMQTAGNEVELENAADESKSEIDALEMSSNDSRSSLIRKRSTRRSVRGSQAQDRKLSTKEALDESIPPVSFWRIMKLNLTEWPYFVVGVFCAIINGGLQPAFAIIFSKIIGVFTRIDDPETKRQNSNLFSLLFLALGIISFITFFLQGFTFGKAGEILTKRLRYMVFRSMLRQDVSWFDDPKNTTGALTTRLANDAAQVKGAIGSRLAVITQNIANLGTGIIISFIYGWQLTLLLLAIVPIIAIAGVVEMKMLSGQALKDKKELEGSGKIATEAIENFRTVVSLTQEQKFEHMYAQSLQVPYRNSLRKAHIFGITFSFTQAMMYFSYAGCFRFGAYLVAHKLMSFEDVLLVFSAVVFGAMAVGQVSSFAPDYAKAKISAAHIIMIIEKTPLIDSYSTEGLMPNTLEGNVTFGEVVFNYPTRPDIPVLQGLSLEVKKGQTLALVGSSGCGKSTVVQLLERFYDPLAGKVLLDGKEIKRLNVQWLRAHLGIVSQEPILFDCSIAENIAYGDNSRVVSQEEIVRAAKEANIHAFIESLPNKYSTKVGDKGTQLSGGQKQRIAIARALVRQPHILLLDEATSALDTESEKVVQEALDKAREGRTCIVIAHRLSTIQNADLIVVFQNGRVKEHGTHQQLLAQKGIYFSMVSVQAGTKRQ
# RGS8-Gao reg: regulators of human RGS8-Galphao interaction; P09471; multiplexed bead flow cytometry, RGS8-Galphao binding; actives lie on both sides; response (percent of control binding), % at 10 µM; 220,000 compounds, 0.34% hits; AID 1423; in the data active = response below about 60% or above about 140%; inactive = in between;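 also: Galphao activated as the GDP aluminium fluoride complex binding bead-coupled RGS8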
# Pf gametocyte: P. falciparum stage V gametocyte viability inhibition. P. falciparum stage V gametocytes, ATP luminescence, 24 h. inhibition, % at 10.9 µM. 150,000 compounds, 0.065% hits. AID 743093;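 active = inhibition above the mean plus 3 SD of compounds within the control limits, set per campaign, cut at about 38% in these data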;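 also: 0% = DMSO wells and 100% = medium only without gametocytes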
# RGS7-Gao reg: modulates binding of RGS7 to human Galphao; binding response (% of control), % at 10 µM; P09471; 220,000 compounds, 0.35% hits; Multiplexed bead flow cytometry; actives lie on both sides; AID 1439; in the data active = binding response below about 49% or above about 150%; inconclusive = no clear call, values can overlap the other calls; inactive = in between;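 also: fluorescent Galphao held in activated GDP-AlF4 state binding bead-coupled RGS7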
# Avidin bead fluor: compound fluoresces at 488/530 nm on avidin beads | fluorescence (KMESF) at 10 µM | AID 1775 | compound fluorescence 488/530 nm, flow cytometry; hits give high values | 220,000 compounds, 0.38% hits; in the data active = fluorescence above about 47; also: inactives centre near 10
# ABCG2 block: blocks JC-1 efflux by human ABCG2 transporter; Q9UNQ0; IgMXP3 cells, flow cytometry; inhibition, % at 6.6 µM; 190,000 compounds, 0.1% hits; AID 1325;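 active = inhibition above 80%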;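 also: 0% = DMSO and 100% = nicardipine control wells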
#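 Measure – % inhibition of efflux relative to nicardipine and DMSO · Test system – ABCG2 IgMXP3 and barcoded ABCB1 CCRF-Adr cell mix · Control set – nicardipine as high control, DMSO as low control · Compound – one concentration, 6.6 µM final · Signal – flow cytometry of retained JC-1 fluorescence · Timing – 10 min exposure at 25 °C with rotation, no wash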
# GSH bead fluor: GSH bead compound fluorescence profile; GSH beads flow cytometry, compound fluorescence 488/530 nm; hits give high values; fluorescence (KMESF) at 10 µM; 190,000 compounds, 0.25% hits; AID 1776; in the data active = fluorescence above about 89;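 also: glutathione beads carrying GST-tagged Bcl family fusion proteins plus one bare bead set; values are compound well signal with DMSO vehicle wells as background; inactives centre near 16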
# Mcl1 Noxa PPI: disrupts binding of human Mcl-1 to Noxa peptide; Q07820; TR-FRET Mcl-1/Noxa peptide binding, 2 h; inhibition, % at 21.7 µM; 220,000 compounds, 1.5% hits;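 active = compounds that cut the protein-peptide binding signal by more than 50% relative to plate controls in a single-dose test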;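 also: His-tagged Mcl-1 with rhodamine Noxa BH3 peptide and terbium anti-His antibody; 0% = Mcl-1 plus Noxa peptide wells and 100% = peptide-only wells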
# Starred values were filed as active, the others as inactive; ? = inconclusive; / = not tested or not shown; & = joins results of further samples; [ ] = remark or other dose. No enrichment for hits; overall some 3.3% were active at least once.
No.	Compound	RGS4-Gao reg	Mcl1 Bid PPI	Bim-Mcl-1	ABCB1 block	RGS8-Gao reg	Pf gametocyte	RGS7-Gao reg	Avidin bead fluor	ABCG2 block	GSH bead fluor	Mcl1 Noxa PPI
1	CCN(CC)CCN(C)C(=O)CCc1nnc(-c2ccc(C)s2)o1	94	-9	-1	-0.6	82	-11	98	6	-2	16	25
2	O=C(O)CC1(CC(=O)Nc2ccc3sccc3c2)CCCCC1	101	-22	/	/	104	-9	?	6	/	/	17
3	COc1cccc(OCCCN2CCCCC2)c1	97	-3	-4	0.2	96	20	93	33	0	20	-11
4	c1ccc(Oc2ncnc3oc(-c4ccccc4)cc23)cc1	104	-9	-2	0.1	103	2	98	5	1	26	1
5	O=C(c1ccc(S(=O)(=O)N2CCOCC2)cc1)N1CCCc2ccccc21	98	-8	-4	2.3	98	-13	103	12	14	28	5
6	NC(=O)CC(NC(=O)c1ccc(Br)cc1)c1ccc(NCCc2ccc(F)cc2)c([N+](=O)[O-])c1 (stereo unspecified)	96	18	/	/	98	13	?	15	/	/	12
7	O=C(COC(=O)[C@@H]1CCCN1S(=O)(=O)c1ccccc1F)c1ccccc1	98	7	-1	0.7	92	2	95	7	3	30	0
8	CSc1nnc(-c2sccc2OCc2ccc(C)cc2)n1C	103	-10	0	1.7	103	-2	103	10	5	25	-9
9	CCN(C(=O)COC(=O)/C=C/c1nc2ccccc2s1)C1CCS(=O)(=O)C1 (stereo unspecified)	103	-5	-3	0.1	108	15	106	25	1	11	-5
10	NC(=S)Nc1cccc(O)c1	101	-152	/	/	97	/	?	10	/	/	2
11	Cc1cccnc1N(C(=O)Nc1cccc(Cl)c1)C1=NCC(C)(C)S1	100	5	0	0.6	101	6	101	7	11	25	3
12	O=C1COc2ccc(C(=O)COC(=O)CNC(=O)c3ccco3)cc2N1	105	-18	-2	-0.1	106	-26	101	24	0	12	5
13	Cc1cc(C)n(C(=O)c2cc(F)c(F)cc2C)n1	101	-7	3	0.4	101	13	104	12	1	13	-8
14	S=c1[nH]nc(CSc2nc3ccccc3s2)n1Cc1ccccc1	108	-21	-3	-1.1	106	/	109	10	-3	28	14
15	COc1ccc(S(=O)(=O)CCc2nc3ccccc3s2)cc1	98	-19	1	0.5	92	/	101	6	11	26	25
16	COc1nc(OC)nc(N2CCC(C(=O)NCc3ccc(F)cc3)CC2)n1	113	-14	36	0.2	119	/	112	17	-1	24	2
17	Cc1ccc(S(=O)(=O)N2CCOCC2)cc1C(=O)O	110	1	-1	0.2	105	9	107	9	1	36	11
18	COc1ccc(C(C)(C)C)cc1NC(=O)COC(=O)C(C)C	99	-12	0	1.0	96	7	97	11	11	26	-4
19	O=C(c1ccccn1)N(CC1CCCO1)C1(C(=O)NC2CCCCC2)CCCCC1 (stereo unspecified)	100	-3	-3	2.4	100	/	100	34	7	27	-6
20	Cc1ccc(-n2c(N)c(C(=O)N3CCOCC3)sc2=S)cc1	120	-7	6	0.2	146*[activator]	/	120	13	0	21	-3
21	COc1ccc(/C=C/CN2CCN(CCc3ccccc3)C(CCO)C2)cc1 (stereo unspecified)	97	-21	-3	4.0	104	/	103	3	3	10	16
22	Cc1cc(N=Nc2c(O)c3ccccc3[nH]c2=O)ccc1N=Nc1ccc(C(=O)N(C)C)cc1	99	-57	/	/	100	/	?	7	/	/	31
23	COCCN(Cc1cc2c(C)cc(C)cc2nc1Cl)C(=O)c1ccccc1F	104	1	-3	2.6	107	0	102	24	12	11	-6
24	Cc1ccc(S(=O)(=O)Nc2ccc3c(c2)nc(CCN2CCOCC2)n3C)cc1	98	-3	/	/	102	-26	?	6	/	/	0
25	Fc1cnc(Cl)nc1N1CCN(c2ccccc2)CC1	121	-108	/	/	102	-30	?	18	/	/	-14
26	S=c1[nH]nc(Cc2ccccc2)n1Cc1ccco1	93	-47	-3	0.1	96	/	96	12	0	20	18
27	O=C(COc1ccc(Br)cc1)Nc1ccc([N+](=O)[O-])cn1	102	-4	0	0.1	102	/	105	29	0	16	-3
28	O=C(CSc1nnc2ccccn12)NNC(=O)c1ccccc1	104	-9	-1	0.4	102	24	100	13	0	11	11
29	CCS(=O)(=O)N1CCN(c2cnn(-c3ccccc3)c(=O)c2Cl)CC1	103	-34	0	1.6	98	18	?	8	4	13	2
30	CCC(=O)Nc1cc(C(F)(F)F)ccc1N1CCOCC1	104	-9	-3	0.3	106	2	102	7	3	46	27

# Next entries follow.
No.	Compound	RGS4-Gao reg	Mcl1 Bid PPI	Bim-Mcl-1	ABCB1 block	RGS8-Gao reg	Pf gametocyte	RGS7-Gao reg	Avidin bead fluor	ABCG2 block	GSH bead fluor	Mcl1 Noxa PPI
31	CC1CC(C)CN(C(=S)NC2CCCCC2)C1 (stereo unspecified)	101	-13	-6	0.6	106	-15	100	6	9	11	9
32	CCNC(=O)COC(=O)CCNC(=O)c1cccc(C)c1	101	-26	-1	0.0	101	-19	101	23	0	9	-1
33	COC(=O)c1ccc(CSc2nnc(CNC(=O)COc3ccc(Cl)cc3)o2)o1	100	6	-1	1.3	100	/	101	9	9	19	3
34	Cc1cc(C)n2cc(CSCC(=O)O)nc2n1	104	-14	-4	0.4	102	-7	102	15	-3	18	14
35	CC1CCN(C(=O)CSc2nnc(Cn3c(=O)sc4ccccc43)n2C)CC1	102	2	0	-0.1	102	/	104	28	0	16	-17
36	COc1ccc(-c2nc(-c3cccc(C(F)(F)F)c3)no2)cc1OC	96	8	0	0.4	98	/	94	7	8	22	16
37	COc1cc(N)c(Br)cc1C(=O)O	101	-25	-5	-0.2	101	-28	97	9	3	24	4
38	COC(=O)COc1ccc(S(=O)(=O)NCC2CCCO2)cc1Cl (stereo unspecified)	101	-9	-2	0.5	100	/	104	18	3	26	8
39	CC(=O)Oc1ccc(-c2cccc(C(=O)Oc3ccccc3)c2)cc1	99	-14	-5	0.5	96	5	104	4	14	42	-1
40	CC1CN(C(=S)NC(=O)c2cccc([N+](=O)[O-])c2)CC(C)O1 (stereo unspecified)	98	-11	-3	0.8	103	5	99	14	6	34	5
41	CCN(CC)Cc1nc2c(c(=O)[nH]1)C1(CCCC1)Cc1ccccc1-2	95	15	0	0.4	98	9	93	9	1	13	21
42	CC1(C(=O)Oc2ccccc2)Cc2ccccc2C(=O)O1 (stereo unspecified)	98	-21	0	0.8	98	-25	97	10	5	11	4
43	Cc1ccc2c(c1)c(C)c(C)n2CC(O)CN1CCOCC1 (stereo unspecified)	102	-14	0	0.8	92	-20	97	4	4	24	11
44	CCn1cc(C(=O)NCc2ccc3c(c2)OCO3)c(=O)c2cc(F)c(N3CCN(C)CC3)cc21	98	/	-3	4.0	102	/	98	11	13	41	/
45	S=C(NCc1ccccn1)Nc1ccc(Br)cc1Cl	102	-21	0	0.5	106	1	105	11	5	13	5
46	Cc1csc(NC(=O)CSc2nnc(-c3ccccc3)o2)n1	101	8	1	0.0	99	-19	102	4	1	42	7
47	Nn1c(SCC(=O)NC(=O)NC2CCCC2)nnc1-c1ccccc1F	104	-8	-5	0.0	105	/	105	37	1	19	-3
48	COc1ccc(N(CC(=O)Nc2ccccc2C(=O)NCC(C)C)S(C)(=O)=O)cc1	100	-34	-5	1.1	98	2	99	3	3	10	4
49	CCCc1cc(=O)n2[nH]c(CCc3ccccc3)nc2n1	102	3	0	1.4	102	/	100	27	5	19	-9
50	Clc1ccccc1CONc1ncnc2nonc12	102	4	-6	5.3	104	25	100	4	35	24	23
51	O=C(Nc1nc2ccccc2[nH]1)C1CCC1	96	-14	0	0.9	95	/	94	7	3	16	18
52	O=c1[nH]cnc2c1sc1nc3c(c(-c4ccc(Cl)cc4)c12)CCC3	104	11	6	0.4	106	-14	107	11	2	6	-10
53	CC(C)CC(=O)Nc1ccc2ccccc2c1	82&86	-10&-22	0	5.8	91&88	/	?	4&9	0	15	1&16
54	O=C(NCc1ccco1)C(c1ccccc1)N(Cc1cccnc1)C(=O)Cn1nnc2ccccc21 (stereo unspecified)	98	-2	-1	0.4	98	8	100	11	1	36	12
55	C/C=C/C(=O)Nc1cccc(C2=NOC3(C2)C[C@H](C(N)=O)N(C(=O)c2ccccc2C(=O)c2ccccc2)C3)c1 (stereo partly specified)	98	-36	/	/	99	/	?	8	/	/	-24
56	O=C(NCc1nc2ccccc2[nH]1)C1=C[C@H](c2ccccc2)C[C@H](OCc2ccc(CO)cc2)O1	105	-3	2	2.8	109	/	106	5	6	20	-1
57	O=c1c2c3c(sc2nc(NCCO)n1CCc1ccccc1)CCCCC3	104	-12	-6	0.7	102	4	98	7	3	19	12
58	NC(=O)CSc1nc2c(c(=O)n1-c1ccccc1)C1(CCCCC1)Cc1ccccc1-2	98	9	-2	1.5	97	9	102	1	9	12	30
59	Cc1cccc(S(=O)(=O)C(C#N)c2nc3ccccc3nc2N2CC(C)OC(C)C2)c1 (stereo unspecified)	99	-4	0	-0.1	100	/	102	11	-2	15	11
60	Cc1nc2ccccc2nc1OCc1ccc([N+](=O)[O-])cc1	97	-20	0	0.9	100	-14	?	9	5	18	-4

# Next part.
No.	Compound	RGS4-Gao reg	Mcl1 Bid PPI	Bim-Mcl-1	ABCB1 block	RGS8-Gao reg	Pf gametocyte	RGS7-Gao reg	Avidin bead fluor	ABCG2 block	GSH bead fluor	Mcl1 Noxa PPI
61	COC(=O)c1ccccc1N(Cc1ccccc1)S(C)(=O)=O	98	-30	-3	-0.1	107	/	99	4	0	21	-6
62	Cc1cc(Cl)ccc1OCC(=O)N1CCCCC1	103	16	-1	0.8	101	-4	102	14	1	29	-4
63	CCOC(=O)N/N=C\c1ccc([N+](=O)[O-])s1	106	-10	3	1.0	111	/	97	23	4	21	-7
64	CSc1cccc(NS(=O)(=O)c2cccc3nsnc23)c1	99	-9	0	0.5	102	/	101	5	4	33	1
65	c1ccc(N2CCN(c3nnc(Cc4cccnc4)c4ccccc34)CC2)nc1	95	-33	3	1.8	95	/	91	9	8	9	9
66	OCCN1CCN(c2ncnc3c2c(-c2ccccc2)cn3-c2ccc(F)cc2)CC1	103	-38	-1	1.2	105	-21	102	12	2	14	-11
67	O=C(COc1ccccc1[N+](=O)[O-])Nc1cc(C(=O)O)cc(C(=O)O)c1	107	7	-2	0.0	110	-18	105	23	0	8	17
68	CC(NCc1cccs1)c1ccccc1 (stereo unspecified)	99	-8	0	0.3	100	-7	94	11	15	18	16
69	O=C(NCCc1ccc(Cl)cc1)c1nnc(Cc2ccc(Cl)cc2)o1	103	-8	-2	-0.9	102	/	102	6	-2	13	-26
70	CC(C)CNC(=O)c1cc2nc3c(c(C(F)(F)F)n2n1)CCc1ccccc1-3	100	1	1	1.4	104	/	97	11	10	34	7
71	O=S(=O)(c1ccc2ncn(O)c2c1)N1CCOCC1	97	-10	2	0.4	100	-18	99	15	0	9	6

# Source: PubChem BioAssay (several laboratories)
